hcGAS lum – blocks human cGAS activity; AID 1259398; recombinant h-cGAS, ATP depletion, Kinase-Glo luminescence; inhibition, % at 12.5 µM; hit rate 0.081% among 290,000;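 further: 0% = vehicle reaction and 100% = reaction without DNA for no activity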
Target sequence (Q8N884 whole entry, looked up): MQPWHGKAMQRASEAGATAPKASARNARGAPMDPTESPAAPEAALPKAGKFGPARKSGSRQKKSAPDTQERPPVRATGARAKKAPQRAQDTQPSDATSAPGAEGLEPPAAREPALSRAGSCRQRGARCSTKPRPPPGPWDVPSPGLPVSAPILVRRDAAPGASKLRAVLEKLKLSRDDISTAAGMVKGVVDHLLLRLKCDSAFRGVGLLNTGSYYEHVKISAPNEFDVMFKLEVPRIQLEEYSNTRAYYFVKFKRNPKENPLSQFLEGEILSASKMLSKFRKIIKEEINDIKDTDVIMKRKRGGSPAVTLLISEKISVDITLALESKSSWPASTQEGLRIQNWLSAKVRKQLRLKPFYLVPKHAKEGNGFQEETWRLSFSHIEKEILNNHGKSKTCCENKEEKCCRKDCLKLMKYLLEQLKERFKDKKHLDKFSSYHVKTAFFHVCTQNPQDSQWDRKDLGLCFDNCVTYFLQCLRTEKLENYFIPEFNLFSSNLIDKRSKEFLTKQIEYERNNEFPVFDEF
NPYLR7 ag – activates Aedes aegypti NPYLR7 receptor; HEK293T NPYLR7/Galpha15, GCaMP6s calcium fluorescence; activation, % at 10 µM; hit rate 0.15% among 270,000; in the data active means activation above about 40%;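 further: 0% = vehicle and 100% = reference agonist at the receptor; some compounds past the cut are filed as inactive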
mcGAS inh – mouse cGAS inhibition by luminescence; Q8C6L5; AID 1259399; hit rate 0.15% among 160,000; recombinant cGAS, Kinase-Glo ATP depletion luminescence; inhibition, % at 12.5 µM;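 further: 0% = negative control wells and 100% = reference inhibitor with no enzyme activity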
Numbers without * were called inactive; . = not tested or not shown; & = joins results of further samples; ! = not confirmed by another sample. Unless noted, no stated cut-off is given here; in the data, active means inhibition above about 40%; inactive means the rest. Some of the compounds tested; count on the stated rates, not on these rows.

no.	SMILES	hcGAS lum	NPYLR7 ag	mcGAS inh
1	N#Cc1ccc(Cl)cc1NC(=O)c1cccn(Cc2ccc(F)cc2)c1=O	-8	13	.
2	COC(=O)c1cc(C(O)(C(=O)OC)C(F)(F)F)c(N=CN(C)C)s1 (stereo not given)	-7	-6	.
3	COC(=O)C1C(=N)Oc2cc(C)n(C)c(=O)c2C12C(=O)N(Cc1ccc(F)cc1)c1ccccc12 (stereo not given)	-1	2	-7
4	Cc1nc(SCC(=O)N2C[C@H]3C[C@@H](C2)c2cccc(=O)n2C3)n[nH]1	-7	9	.
5	CN(Cc1ccc2c(c1)OCCO2)c1nc(-c2cccnc2)nc2ccccc12	-5	9	-5
6	CCOC(=O)CCCC(=O)Nc1ccc2[nH]cc(CCN3CCCC3)c2c1	-7	4	-8
7	Clc1ccc(Cn2ccnc2)cc1Cl	-6	3	.
8	COc1cccc([C@@H]2CN(c3ccncc3)[C@@H]3C4CCN(CC4)[C@@H]32)c1	-9	3	.
9	O=C(Nc1ccncc1)c1cccn(Cc2ccc(Cl)cc2)c1=O	-17	11	.
10	Cc1ccc2nc(N(CCN(C)C)C(=O)Cc3ccc(F)cc3)sc2c1	-3	1	-8
11	Fc1ccc(COc2cccc(N3CCNCC3)c2)cc1	-10	5	.
12	CC(NCc1ccco1)c1nc2ccccc2c(=O)n1-c1ccc(F)cc1 (stereo not given)	-4	4	.
13	Cc1nc(C2CCNCC2)cc(=O)[nH]1	-6	20	.
14	CC1=C(O)C(=O)C=C2C1=CC=C1[C@@]2(C)CC[C@@]2(C)[C@@H]3C[C@](C)(C(=O)O)CC[C@]3(C)CC[C@]12C	-2	-8	.
15	Cc1cc(C)c2c(CC(=O)N3CCCC(N4CCOCC4)C3)coc2c1C (stereo not given)	-3	10	-16
16	N#CC(CCN1CCOCC1)(c1ccccc1)c1ccccc1	6	0	.
17	CCCOc1ccc2[nH]cc(C3=CCNCC3)c2n1	-2	-14	.
18	CC1CN(C)C(C)CC1n1[nH]c(=O)cc1N (stereo not given)	-8	3	-9
19	C#CC(C)(C)NC(=O)c1nn(Cc2ccc(S(=O)(=O)N(C)c3ccccc3)cc2)c2ccccc12	-6	13	-5
20	CC(=O)C1CC[C@H]2C3CC[C@H]4C[C@H](O)CC[C@]4(C)C3CC[C@]12C (stereo not given in full)	-5	.	-4
21	NCC(=O)c1ccccc1	-8	-4	.
22	CNC(=O)[C@@H]1[C@H]2CN(C(=O)COC)CCN2C[C@H]1c1ccccc1	-10	4	-8
23	Nc1nnc(N)n1N	-4	19	-9
24	CCC(C)N1C(=O)/C(=C/c2ccc3c(c2)CCN3CCCCl)C(=O)NC1=S (stereo not given)	-7	1	.
25	Cc1c(C)c(C)c2c(CC(C)N)c[nH]c2c1C (stereo not given)	-1	-1	.

Compound profiles, from the list above. Values in the order: hcGAS lum	NPYLR7 ag	mcGAS inh
Results for NCC(=O)c1ccccc1 : -8	-4	.
Results for CNC(=O)[C@@H]1[C@H]2CN(C(=O)COC)CCN2C[C@H]1c1ccccc1 : -10	4	-8
Results for CC(NCc1ccco1)c1nc2ccccc2c(=O)n1-c1ccc(F)cc1 (stereo not given) : -4	4	.
Results for CCC(C)N1C(=O)/C(=C/c2ccc3c(c2)CCN3CCCCl)C(=O)NC1=S (stereo not given) : -7	1	.
Results for N#Cc1ccc(Cl)cc1NC(=O)c1cccn(Cc2ccc(F)cc2)c1=O : -8	13	.

Remaining list, next part
no.	SMILES	hcGAS lum	NPYLR7 ag	mcGAS inh
26	COc1cccc(CCNCc2ccccc2[N+](=O)[O-])c1	-6	0	.
27	Cc1ncc(CO)c(CN2[C@H]3CCNC[C@@H]2CC3)c1O	-6	2	-10
28	COc1cc(OC)c2c(c1)O[C@H](c1ccc(OC)c(OC)c1)[C@@H](O)C2	2	.	0
29	CCN1CCN(Cc2cnc(OC)nc2)CC1(C)C	-8	5	.
30	CCCCC/C=C\C/C=C\C/C=C\C/C=C\CCCC(=O)Nc1ccc(O)cc1	0	-10	.
31	CCN1CCN(C(=O)COc2ccc3oc4ccccc4c3c2)CC1	8	-1	-2
32	O=C(Cn1ncnn1)N1C[C@@H](c2cccc(F)c2F)[C@@H]2[C@H]1C1CCN2CC1	-3	.	-10
33	CCc1nc2ccccc2c(=O)n1-c1c(Cl)cccc1Cl	-3	-16	.
34	COc1ccc(CCNCc2ccc(C)s2)cc1	-2	3	.
35	COc1ccc(C(C#N)C(C)=O)cc1OC (stereo not given)	-6	6	-6
36	O=[N+]([O-])c1cc([As](=O)(O)O)ccc1O	83*!	-9&-24	.
37	CCOC(=O)[C@H]1CN(C(=O)OCC)[C@]2(C)C(=O)N(CC(=O)N(C)C)c3ccccc3[C@H]12	2	21	-9
38	N#Cc1cnn(-c2ccc(Cl)cc2)c1N	-5	-1	.
39	O=S(=O)(c1cc(F)ccc1F)N1CCN(CCOC(c2ccccc2)c2cccc(C(F)(F)F)c2)CC1 (stereo not given)	-1	3	-5
40	N#CC1(c2ccccc2)CCN(C(=O)c2ccc(SC(F)(F)F)cc2)CC1	-10	-7	-2
41	CN1C2CCC1CC(OC(=O)C1CCC(C(=O)OC3CC4CCC(C3)N4C)(c3ccccc3)c3ccccc31)C2 (stereo not given)	-6	2	-6
42	COc1ccc(CCN)c(OCc2ccccc2)c1OC	-1	8	.
43	O=C1C(Cl)=C(Cl)C(=O)C(Cl)=C1Cl	2	.	3
44	CCC1=C[C@@H]2CN3CCc4c([nH]c5ccccc45)[C@@](C(=O)OC)(C2)[C@@H]13	-5	-2	-5
45	CCCCn1cc(C(=O)c2cc(F)ccc2O)cc(C#N)c1=O	-4	-1	-6
46	CNC(C)[C@H](O)c1ccccc1 (stereo not given in full)	0&-4	2&-6	.
47	CC[C@@]1(O)C[C@H](O[C@H]2C[C@H](N(C)C)[C@H](O)[C@H](C)O2)c2c(cc3c(c2O)C(=O)c2c(O)cccc2C3=O)[C@H]1C(=O)OC	72*	34	.
48	Fc1cccc(Cl)c1CC1CCCN1 (stereo not given)	-7	0	.
49	CN1CCC2(CC1)CCN(Cc1cc3ccc(F)cc3[nH]c1=O)C2	-3	39	.
50	CC(C)Cc1nc(-c2cccc(CN3CCN(C(=O)COc4ccc(F)cc4)CC3)c2)no1	-9	2	-9

New compounds follow:
no.	SMILES	hcGAS lum	NPYLR7 ag	mcGAS inh
51	CCn1cc(C2=CCN(CCCOc3ccccc3)CC2)cn1	-5	12	-8
52	CCN(CC)P1(=O)OC(C)(C)CC1(C)O (stereo not given)	-6	.	-6
53	CN(C)C(=O)Oc1ccc(OCc2cccc[n+]2C)cc1	0	-5	.
54	COc1ccccc1C(=O)C1CCCN(Cc2nc(C(C)C)cs2)C1 (stereo not given)	2&0	2&1	-2
55	COc1cc2c(cc1O)C[C@H]1c3c(cc(O)c(OC)c3-2)CCN1C	-7	-2	.
56	CN(Cc1ccc2c(c1)OCCO2)CC(O)c1ccc(F)cc1 (stereo not given)	-9	4	-7
57	O=C(c1ccccc1)c1cc(Cl)ccc1N1C(=O)c2cccc([N+](=O)[O-])c2C1=O	-3	-1	-7
58	O=C(Cc1ccccc1)OCCNC(=O)c1cccnc1	-3	-13	.
59	CC1CN=C(Nc2ccccc2)S1 (stereo not given)	-4	6	-1
60	O=C(c1cnn2cccnc12)N1C[C@@H](c2ccccc2)[C@@H]2[C@H]1C1CCN2CC1	-1	3	.
61	CN1CCC2(CC1)CCN(C1CSCCSC1)C2	-4	27	.
62	CCc1cc(C(=O)N2CCN3CCN(C)C(=O)C3C2)on1 (stereo not given)	-7	7	.
63	CN1CCC2=C[C@@H](O)[C@@H]3OC(=O)c4cc5c(cc4C3C21)OCO5 (stereo not given in full)	-6	1	-3
64	Cc1nn(-c2ccccc2)c2c1CC(C#N)(C(=O)C(C)(C)C)C1CCCCN21 (stereo not given)	-7	4	.
65	C[C@]12CC[C@H](O)C[C@H]1CC[C@@H]1[C@@H]2C[C@@H](O)[C@]2(C)[C@@H](C3=CC(=O)OC3)CC[C@]12O	-7	-3	-4
66	CN1C(=O)C(C2(C#N)CCCCC2)C(=O)N(C)C1=O	8	1	1
67	Cc1ccc(C(C)(O)CNC(C)(C)C)cc1 (stereo not given)	-9	0	.
68	N#CCC(=O)c1cccs1	-10	20	.
69	N#Cc1ccccc1S(=O)(=O)N1CCN(CCOC(c2ccc(Cl)cc2)c2ccc(Cl)cc2)CC1	-4	5	-7
70	Clc1ccc(-c2nccn2CCc2cnc[nH]2)s1	-1	4	-9
71	Cn1nc(-c2ccco2)cc1[C@H]1CN2CC[C@H]1C[C@@H]2COC(=O)Nc1cccc(C(F)(F)F)c1	-2	-6	-5
72	Cn1nc(N)c2c1N=P(N1CCOCC1)(N1CCOCC1)N=C2c1ccccc1	-9	0	-5
73	CN(Cc1ccccc1)C1CCCN(C(=O)Cc2cnc3ncnn3c2)C1 (stereo not given)	6	5	-3
74	Cc1ccc2c(c1)C1CN(C)CCC1N2C(=O)NCC1CCCC1 (stereo not given)	-20	13	.
75	O=C(O)CCCO	-6	0	.

(further entries)
no.	SMILES	hcGAS lum	NPYLR7 ag	mcGAS inh
76	CN(c1ccccc1)S(=O)(=O)c1ccc(Cn2nc(C(=O)N3CCN(CCO)CC3)c3ccccc32)cc1	0	-2	-2
77	FC(F)(F)c1ccc2sc(C3CCNCC3)nc2c1	-1	4	-5
78	CC(C)(C)n1nc(-c2ccccc2)c2c1N(CC(=O)NCc1cccnc1)C(=O)CSC2c1ccc(F)cc1F (stereo not given)	-6	-10	-8
79	O=C(CO)N1CCCC2(CCNC2)C1 (stereo not given)	-7	7	-17
80	FC(F)(F)CCc1ccnc(N2C[C@H]3CNC[C@H]3C2)n1	-8	0	-15
81	COC(=O)C1C2c3ccccc3OC1(C)N=c1s/c(=C\c3ccc(C)o3)c(=O)n12 (stereo not given)	-3	2	-6
82	CCN(C(C)=O)c1cccc(-c2ccnc3c(C#N)cnn23)c1	-5&0	0&-7	.
83	CN1CCc2cccc(Cl)c2CC1	3	0	-5
84	O=c1cccc2n1C[C@H]1C[C@@H]2CN(C[C@H]2CN3CC[C@H]2C[C@@H]3CNC(=S)NCc2ccco2)C1	-5	-8	-7
85	COC1=CC23CCCN2CCc2cc4c(cc2C3C1O)OCO4 (stereo not given)	-5	-8	-4
86	Cn1c2c(c3ccccc31)CCNCC2	0	-12	.
87	C=C(C)[C@H]1CN[C@H](C(=O)O)[C@H]1CC(=O)O	-10	-1	-6
88	COCCNC(C)c1nc2ccccc2c(=O)n1-c1ccc(Cl)cc1C (stereo not given)	-3	-2	.
89	O=C(Cc1ccccc1)N1CCN(C(C(=O)N2CCc3ccccc3C2)C2CCCC2)CC1 (stereo not given)	-5	-3	.
90	O=C(c1ccccc1)N1C[C@@H]2C[C@H](C1)c1ccc(C3CCCCC3)c(=O)n1C2	-3	-13	-2
91	O=C(Cc1ccc(F)cc1)N1CCN(CC(OCc2ccc(C(F)(F)F)cc2)c2ccc(Cl)cc2)CC1 (stereo not given)	-7	7	-5
92	CC(C)(CC(=O)O)CC(=O)N1C[C@@H]2C[C@H](C1)c1c(-c3cccs3)ccc(=O)n1C2	-6	-6	-6
93	O=C(NCc1ccco1)c1nn(Cc2cccc(Oc3ccccc3)c2)c2ccccc12	-1	-4	-1
94	Cc1ccc(/C=C2\C(=O)NC(=O)N(c3ccc(Cl)cc3)C2=O)o1	2	13	0
95	O=c1ccc2c(O)c3ccoc3cc2o1	10	-9	.
96	Cc1ccc2c(CC(=O)N3CCCN(CC(=O)NC(C)(C)C)CC3)coc2c1C	2	8	.
97	O=S(=O)(c1cc(Cl)cc(Cl)c1)N1CCN(CCOC(c2ccccc2)c2ccc(F)c(F)c2)CC1 (stereo not given)	-6	5	-7
98	O=C(NCc1ccncc1)C(C1CCCC1)N1CCN(C(=O)COc2ccc(Cl)cc2)CC1 (stereo not given)	-3	-5	.
99	C1=C(c2ccccc2)CCN(Cc2nc(-c3cccnc3)no2)C1	-11	5	.
100	CCN(CC)CCN(C(=O)Cc1ccccc1)c1nc2c(F)cc(F)cc2s1	-5	-3	-6

(next part)
no.	SMILES	hcGAS lum	NPYLR7 ag	mcGAS inh
101	CCc1cccc(CC)c1NC(=O)CN1CC=C(c2cccc(OC)c2)CC1	-8	10	.
102	O=C(O)C1C2C(=O)OCC12Br (stereo not given)	1	-12	.
103	COc1cc2c(cc1OC)C(C)NCC2 (stereo not given)	-5&-3	5&-4	.
104	CCN(CC)C(=O)N[C@@H]1C[C@@H]2c3cccc4[nH]cc(c34)C[C@H]2N(C)C1	2	4	-4
105	N#Cc1c(O)c(Cl)c(Cl)c(C#N)c1Cl	30	4	55*
106	CCc1ncc(CN2C[C@H]3CC[C@@H]2CN(C(=O)C2CCC2)C3)cn1	-6	.	-3
107	CN(Cc1ccc(Cl)nc1)C(=O)Nc1ccccc1	1	-1	.
108	O=S(=O)(c1cc(Cl)cc(Cl)c1)N1CCN(CCOC(c2ccc(Cl)cc2)c2ccc(Cl)cc2)CC1	0	17	-7
109	CN1CCc2[nH]c(=S)c(C#N)c(-c3ccsc3)c2C1	-2	8	-5
110	CN(c1ccccc1)S(=O)(=O)c1ccc(Cn2nc(C(=O)NCC3CCCO3)c3ccccc32)cc1 (stereo not given)	-5	22	-4
111	CN1C(=O)C(=Cc2cccs2)C(=O)N(C)C1=O	-3	3	.
112	C=Cn1ccnc1P(=S)(c1nccn1C=C)C1CCCCC1	-10	-1	.
113	CSc1ccc(C2N(c3cc(C)on3)C(=O)C3CCCN32)cc1 (stereo not given)	-5	5	-6
114	CC(C)CCc1noc(CN2CCCC(C(=O)c3ccccn3)C2)n1 (stereo not given)	-5	3	.
115	COc1ccc(N=Nc2c(O)[nH]c(=S)[nH]c2=O)cc1	0	-6	0

Assay outcomes: PubChem, Fisher Drug Discovery Resource Center
